FN deposit inh: fibronectin deposition inhibition; 350,000 compounds, 0.086% hits; inhibition, % at 12.6 µM; AH1F fibroblasts, Alexa488-fibronectin deposition fluorescence, overnight;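 active = mean inhibition across replicates of 30% or more, regardless of how many single replicates reach that level; inconclusive = mean under 30% yet at least half of replicates reach 30%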;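 also: positive control wells lacked labelled fibronectin entirely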
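Material: AH1F fibroblasts assembling fluorescent fibronectin matrix; amount: 10000 AH1F cells/well; medium: DMEM, 2% serum; reagent: Alexa488-fibronectin, 24 nM final in well; dosing: single compound dose, delivered by pin transfer; incubation: 1 h adhesion, overnight exposure; detection: fluorescence after three HBSS washes, excitation 485 nm, emission 525 nm; measure: fibronectin deposition inhibition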
PGC1a acetyl inh: lowers PGC1a acetylation signal in U2OS cells; inhibition, % at 15.6 µM; AlphaScreen anti-acetyl-lysine; with virally co-expressed GCN5 acetyltransferase; 350,000 compounds, 0.17% hits;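 active = every replicate shows inhibition of at least 40%; inconclusive = mean inhibition at least 40% but some replicate below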;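 also: 0% = neutral control wells and 100% = positive control wells; some results beyond the cut were filed as inactive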
Cneo AK release: Cryptococcus neoformans lysis via adenylate kinase release. 360,000 compounds, 0.2% hits. lysis activity, % at 15 µM. C. neoformans lysis, adenylate kinase release luminescence, 4 h; normalised: neutral wells 0, clomiphene wells 100;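 active = mean lysis activity across replicates of at least 80%, whatever share of replicates individually reach that level; inactive = mean lysis activity below 80%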
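Signal: Adenylate kinase release luminescence | Assay system: Log-phase Cryptococcus neoformans yeast cells | Input: Cells at 5 × 10^6 per mL | Buffer or medium: Fresh YPD growth medium | Compound: Single dose | Schedule: Static 4 h at 37 °C with compound, 1 h detection | Controls: Clomiphene | Read-out: Luminescence rise reflecting yeast cell lysis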
CASP6 VEID inh: inhibitors of human caspase-6. P55212. purified caspase-6, Z-VEID-R110 cleavage fluorescence. inhibition, % at 12.5 µM. 350,000 compounds, 0.53% hits. AID 686996;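 active = mean inhibition across replicates at least about 35%, with every replicate also reaching that limit, limit read from the data; inconclusive = only one of the two criteria met; inactive = neither criterion met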;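 also: 0% = median of neutral control wells and 100% = no fluorescence left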
Target sequence (P55212 24-179 limits assumed): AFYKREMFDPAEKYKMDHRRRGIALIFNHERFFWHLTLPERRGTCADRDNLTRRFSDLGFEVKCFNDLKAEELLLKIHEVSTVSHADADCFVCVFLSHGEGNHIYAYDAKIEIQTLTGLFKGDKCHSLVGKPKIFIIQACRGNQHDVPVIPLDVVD
Target sequence (P55212 194-293 limits assumed): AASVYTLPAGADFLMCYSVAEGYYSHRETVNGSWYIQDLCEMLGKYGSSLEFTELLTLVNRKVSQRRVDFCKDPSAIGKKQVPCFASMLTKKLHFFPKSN
miR122 inh: inhibitors of miR-122 in Huh7 cells | 340,000 compounds, 0.3% hits | activation (reporter increase), % at 12.5 µM | AID 602342 | Huh7 miR-122 Renilla luciferase sensor, 48 h; neutral wells = 0, positive control = 100;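 active = mean replicate activation score at least 90 and every replicate individually at or above 90; inconclusive = only one of the two criteria met; inactive = neither criterion met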;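 also: higher luciferase means less miR-122 activity so hits act as miR-122 inhibitors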
LGR2 inh: blocks bursicon-induced cAMP signaling via Drosophila LGR2; HEK293 LGR2, CRE-luciferase, bursicon-stimulated, 4 h; inhibition, % at 9.99 µM; 380,000 compounds, 0.35% hits; AID 720647;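 active = drop in luminescence signal, shown as inhibition above about 50% in the replicate tests, limit read from the data, passing the limit was not always enough; inconclusive = probably only some replicates passing the limit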;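 also: agonist challenge used bursicon conditioned medium at about half maximal strength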
PAX8 reporter: inhibitors of PAX8 transcriptional activity in RMG-I cells | RMG-I TPO-luciferase reporter, SteadyGlo, 24 h | inhibition, % at 12.6 µM | 360,000 compounds, 1.2% hits;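 active = mean replicate inhibition at least 60% with every replicate also reaching 60%; inconclusive = only one of the two criteria is met; inactive = mean below 60% and not all replicates reaching 60%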;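 also: luciferase light reporting Pax8 driven TPO promoter activity; plate controls were median of neutral control wells for no effect and mitoxantrone controls for full effect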
EWS-Fli block: EWS/Fli transcriptional activity inhibition; A673 NR0B1-luciferase reporter, viability-normalised; inhibition, % at 12.6 µM; 350,000 compounds, 0.67% hits;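 active = mean inhibition of at least 50% after viability correction, with every replicate also passing that limit; inconclusive = mean reaches 50% but only one of two replicates passes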;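 also: firefly luciferase signal divided by Alamar Blue viability fluorescence both relative to DMSO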
* hit, by the source's call; [ ] = remark or other dose. Random draw from the library; overall some 2.5% were active at least once.

Screening COc1cc(CN2CCN(c3ncc(Cc4ccccc4)cn3)CC2)cc(OC)c1 returned FN deposit inh -3, CASP6 VEID inh 0, LGR2 inh 21, PAX8 reporter 2 and EWS-Fli block 10.
`CN(C)CCCNC(=O)C[C@H]1CC[C@@H]2[C@H](COC[C@@H](O)CN2Cc2cccc(C(F)(F)F)c2)O1` gave FN deposit inh -4, PGC1a acetyl inh 0, Cneo AK release 1, CASP6 VEID inh -39, miR122 inh -3[16.7 µM], LGR2 inh -5, PAX8 reporter 9 and EWS-Fli block 4.
For CCC(C(=O)NCc1ccco1)N(C(=O)CNS(=O)(=O)c1ccc(F)cc1)c1ccccc1F (stereo unspecified) the results were FN deposit inh 0, PGC1a acetyl inh 4, Cneo AK release 1, CASP6 VEID inh 2, miR122 inh -1, LGR2 inh -5, PAX8 reporter 7 and EWS-Fli block 4.
For O=C(CCCOC(=O)c1cccnc1Cl)c1ccc(Br)cc1 the results were FN deposit inh -1, PGC1a acetyl inh 0, Cneo AK release 0, CASP6 VEID inh 2, miR122 inh 3, LGR2 inh -21, PAX8 reporter -6 and EWS-Fli block -2.
Screening O=C(O)c1cccc(N2C(=S)N=C(Nc3ccccc3)C23CCCCC3)c1 returned PGC1a acetyl inh 2, CASP6 VEID inh 2, LGR2 inh 4, PAX8 reporter -12 and EWS-Fli block 2.
O=C(c1ccccc1NS(=O)(=O)c1ccccc1)N1CCCCCC1 was read as FN deposit inh -6, PGC1a acetyl inh 15, Cneo AK release 1, CASP6 VEID inh 0, miR122 inh 34, LGR2 inh -2, PAX8 reporter -7 and EWS-Fli block -11.
`Cc1csc(C(C#N)C(=O)c2ccc(S(=O)(=O)N3CCCC3)cc2)n1` (stereo unspecified) gave PGC1a acetyl inh 6, Cneo AK release 3, miR122 inh -6 and LGR2 inh -7.
`O=C(Nc1ccccc1)Nc1cccn(Cc2c(F)cccc2Cl)c1=O` gave FN deposit inh 18, CASP6 VEID inh 12, LGR2 inh 3, PAX8 reporter -110 and EWS-Fli block -53.
`COc1ccc(NC(=O)Nc2ccc3c(c2)C(=O)N([C@H](C)CO)C[C@H](C)[C@H](CN(C)S(=O)(=O)c2cn(C)cn2)OCCCC[C@@H](C)O3)cc1` gave PGC1a acetyl inh -7, Cneo AK release 0, miR122 inh 3[16.7 µM], LGR2 inh -10, PAX8 reporter 14 and EWS-Fli block -24.
`O=C(Nc1ccc(Cl)cc1)c1nc[nH]c1C(=O)N1CCN(c2ccccc2)CC1` gave FN deposit inh -18, Cneo AK release -2, CASP6 VEID inh 6, LGR2 inh -17, PAX8 reporter -6 and EWS-Fli block -6.
For Cc1nn(C(CC(=O)O)C(=O)O)c(C)c1Br (stereo unspecified) the results were PGC1a acetyl inh -10, Cneo AK release 1, CASP6 VEID inh -3, miR122 inh -8, LGR2 inh -12 and EWS-Fli block 5.
For O=C1N[C@@H](Cc2ccccc2)COC(=O)[C@@H](Cc2ccc(F)cc2)CC/C=C/C[C@H]1CC(=O)N(CCO)Cc1ccccc1 the results were FN deposit inh -14, PGC1a acetyl inh -1, Cneo AK release -1, CASP6 VEID inh 1, miR122 inh -4, LGR2 inh -2, PAX8 reporter 20 and EWS-Fli block 14.
For COc1ccccc1C(=O)Nc1nnc(CCc2ccccc2)s1 the results were FN deposit inh 7, PGC1a acetyl inh -69, Cneo AK release -6, CASP6 VEID inh 1, miR122 inh 17, LGR2 inh -33, PAX8 reporter 10 and EWS-Fli block inconclusive.
For COc1ccc(NC(=O)C2C3C=CC(C3)C2C(=O)NCc2ccco2)cc1 (stereo unspecified) the results were FN deposit inh -2, PGC1a acetyl inh -2, Cneo AK release -1 and miR122 inh -2.
CCCC(=O)Nc1ccc2c(c1)C(=O)N(C)[C@@H]1CC[C@@H](CC(=O)NCc3cccc(F)c3)O[C@@H]1CO2 was read as FN deposit inh 1, PGC1a acetyl inh 4, miR122 inh 7[16.7 µM], LGR2 inh 8, PAX8 reporter 2 and EWS-Fli block -8.
CCCCCCCCCc1conc1C(=O)CP(=O)(OC)OC was read as FN deposit inh -1, CASP6 VEID inh 1, LGR2 inh 8, PAX8 reporter 1 and EWS-Fli block 0.
Screening COc1nc(SC)nc(Cl)c1Cc1ccc(OC(C)C)cc1 returned FN deposit inh -6, CASP6 VEID inh -2, LGR2 inh 5, PAX8 reporter 8 and EWS-Fli block 7.
Screening CCCC1CCC(c2ccc(C(=O)NN)cc2)CC1 (stereo unspecified) returned FN deposit inh -9, miR122 inh 1, LGR2 inh 17 and PAX8 reporter 6.
Cc1cccc(C(=O)OCC(=O)c2ccc(CC(=O)N3CCOCC3)s2)c1C was read as FN deposit inh 2, Cneo AK release 2, CASP6 VEID inh 8, LGR2 inh 15, PAX8 reporter -11 and EWS-Fli block -4.
Screening C[C@H](CO)N1C[C@H](C)[C@@H](CN(C)C(=O)Nc2ccc(F)cc2)Oc2ccc(NC(=O)Cn3cnnn3)cc2C1=O returned FN deposit inh 2, PGC1a acetyl inh 8, Cneo AK release -2, CASP6 VEID inh 0, miR122 inh -9[16.7 µM], LGR2 inh 6, PAX8 reporter -29 and EWS-Fli block -4.

4 consecutive compounds from above, quoted:
For O=C(CCCOC(=O)c1cccnc1Cl)c1ccc(Br)cc1 the results were FN deposit inh -1, PGC1a acetyl inh 0, Cneo AK release 0, CASP6 VEID inh 2, miR122 inh 3, LGR2 inh -21, PAX8 reporter -6 and EWS-Fli block -2.
Screening O=C(O)c1cccc(N2C(=S)N=C(Nc3ccccc3)C23CCCCC3)c1 returned PGC1a acetyl inh 2, CASP6 VEID inh 2, LGR2 inh 4, PAX8 reporter -12 and EWS-Fli block 2.
O=C(c1ccccc1NS(=O)(=O)c1ccccc1)N1CCCCCC1 was read as FN deposit inh -6, PGC1a acetyl inh 15, Cneo AK release 1, CASP6 VEID inh 0, miR122 inh 34, LGR2 inh -2, PAX8 reporter -7 and EWS-Fli block -11.
`Cc1csc(C(C#N)C(=O)c2ccc(S(=O)(=O)N3CCCC3)cc2)n1` (stereo unspecified) gave PGC1a acetyl inh 6, Cneo AK release 3, miR122 inh -6 and LGR2 inh -7.

Additional records.
For Cc1cc(C)n(CC(O)COCc2ccco2)n1 (stereo unspecified) the results were FN deposit inh 2, PGC1a acetyl inh -22, Cneo AK release 3, miR122 inh -4 and PAX8 reporter 10.
For COc1cc(C(C)=O)ccc1OCCCN1CCC(Cc2ccccc2)CC1 the results were FN deposit inh -4, PGC1a acetyl inh -2, Cneo AK release 1, CASP6 VEID inh -5, miR122 inh 1, LGR2 inh -3, PAX8 reporter 35 and EWS-Fli block 23.
`CC(C)(C)c1ccc(OCCC(=O)NCC(c2cccs2)N2CCOCC2)cc1` (stereo unspecified) gave FN deposit inh 3, PGC1a acetyl inh 1, Cneo AK release 1, CASP6 VEID inh 0, miR122 inh 5, LGR2 inh -9, PAX8 reporter 10 and EWS-Fli block 5.
Screening CCCN1Cc2cccc(C(=O)Nc3ccc(-c4nc5ccccc5[nH]4)cc3)c2C1=O returned PGC1a acetyl inh -7, Cneo AK release -2, miR122 inh -1 and LGR2 inh -10.
`CC[C@H]1C(O)C[C@H]2CCN3C(=O)CCC[C@H]1[C@H]23` (stereo partly specified) gave FN deposit inh -1, PGC1a acetyl inh 1, Cneo AK release 0, CASP6 VEID inh 0, miR122 inh -7, LGR2 inh -11, PAX8 reporter -10 and EWS-Fli block 1.
`CC(C)(C(=O)c1ccccc1)/[N+]([O-])=C/c1ccccc1F` gave FN deposit inh 13, PGC1a acetyl inh 8, Cneo AK release -3 and miR122 inh 3.
Screening CCCCn1c(N)c(N(CCC(C)C)C(=O)C2CCCO2)c(=O)[nH]c1=O (stereo unspecified) returned CASP6 VEID inh -3, LGR2 inh 2, PAX8 reporter 2 and EWS-Fli block 0.
Screening CCN1C(=O)[C@H]2[C@@H](c3ccc(-c4ccc(F)cc4)cc3)N3CCCC[C@@]3(C(=O)OC)[C@H]2C1=O returned FN deposit inh -1, Cneo AK release 5, CASP6 VEID inh -2, miR122 inh -5, LGR2 inh 15, PAX8 reporter 56 and EWS-Fli block 12.
For C[C@@H]1CCCCO[C@H](CN(C)Cc2ccncc2)[C@@H](C)CN([C@H](C)CO)C(=O)c2cc(NC(=O)CCC(F)(F)F)ccc2O1 the results were PGC1a acetyl inh -5, Cneo AK release -5, CASP6 VEID inh -3, miR122 inh -4[16.7 µM], LGR2 inh -4, PAX8 reporter 3 and EWS-Fli block -6.
Screening COc1ccc2c(c1)c(C(=O)N1CCN(C)CC1)c(C)n2-c1ccccc1 returned FN deposit inh -3, PGC1a acetyl inh 3, Cneo AK release 0, miR122 inh -5 and PAX8 reporter 2.
`O=C(O)c1cc(NN=C2c3ccccc3-c3ccccc32)ccc1Cl` gave FN deposit inh -3, PGC1a acetyl inh -2, Cneo AK release -1, CASP6 VEID inh 24, miR122 inh -1, LGR2 inh -3, PAX8 reporter -2 and EWS-Fli block -5.
Screening O=C(C[C@H]1CC[C@@H](NS(=O)(=O)c2cccc(F)c2)[C@H](CO)O1)N1CCCCC1 returned FN deposit inh -4, PGC1a acetyl inh -1, Cneo AK release -2, CASP6 VEID inh 0, LGR2 inh 8, PAX8 reporter 3 and EWS-Fli block -6.
For COC(=O)c1ccc(CNC(=O)c2ccc(S(=O)(=O)N(C)c3ccccc3OC)cc2)cc1 the results were FN deposit inh 8, PGC1a acetyl inh -4, Cneo AK release -1, CASP6 VEID inh 3, miR122 inh -11, LGR2 inh -7, PAX8 reporter 4 and EWS-Fli block 7.
`O=C(C[C@H]1CC[C@H]2[C@@H](COC[C@@H](O)CN2C(=O)Nc2ccc(F)cc2)O1)NCCCN1CCOCC1` gave FN deposit inh -6, PGC1a acetyl inh -2, Cneo AK release -1, CASP6 VEID inh 0, miR122 inh -1[16.7 µM], LGR2 inh 2, PAX8 reporter -13 and EWS-Fli block -20.
`Cc1ccc(O)c(C(=O)c2cnn(-c3ccc(S(=O)(=O)N4CCOCC4)cc3[N+](=O)[O-])c2)c1` gave FN deposit inh 4, CASP6 VEID inh 0, LGR2 inh 2, PAX8 reporter 11 and EWS-Fli block -2.
CC(=O)c1ccc(NC(=O)C(C)O/N=C(\N)c2ccccc2)cc1 (stereo unspecified) was read as FN deposit inh 2, Cneo AK release 1, CASP6 VEID inh -5, LGR2 inh -3, PAX8 reporter -18 and EWS-Fli block -4.
For Cc1cccc(CN2CCC(n3nccc3NC(=O)CCCc3ccccc3)CC2)n1 the results were FN deposit inh 0, Cneo AK release 1, CASP6 VEID inh -2, LGR2 inh 1, PAX8 reporter 1 and EWS-Fli block 7.
CCC(=O)Nc1ccc2c(c1)OC[C@H](C)N(C(=O)Cc1cccnc1)C[C@@H](C)[C@H](OC)CN(C)C2=O was read as FN deposit inh 10, PGC1a acetyl inh 1, Cneo AK release 5, CASP6 VEID inh -1, LGR2 inh -15, PAX8 reporter 11 and EWS-Fli block -4.

Bioassay records (PubChem BioAssay)
